ALDH1A1 inh: ALDH1A1 (human) enzyme inhibition; P00352; Purified ALDH1A1, NADH fluorescence, propionaldehyde substrate; Potency, µM (doses to about 75.3 µM), without a hit: top-dose activity, negative = inhibition, actives largely listed as inhibitors; 220,000 tested, 7.3% active; AID 1030; active = well fitted inhibition curve with a large enough effect, not every such curve was filed as active; inconclusive = small, poorly fitted or top-dose-only effect, or another doubt; inactive = no such curve, though single readings can be large or run the other way;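 note: plate controls were no enzyme wells and a reference inhibitor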
Tau ThT inhib: blocks human tau fibril formation measured by thioflavin T. P10636. recombinant tau K18 P301L (four-repeat tau fragment), heparin-induced fibrillization, ThT fluorescence. Potency, µM (top dose mostly 57.4 µM), for the others: top-dose activity, negative = inhibition, most hits filed as inhibitors. 270,000 tested, 2.1% active; note: % is set by controls: 0 for no effect and ±100 for the full control effect; nearly all actives have a fitted effect of over 55% in size
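Recombinant human tau K18 fragment […] carrying P301L, 15 uM unlabeled plus 0.24 uM Alexa 594-labeled, was fibrillized with 20 uM heparin in 100 mM sodium acetate pH 7 for 6 hr at 37 C; 30 uM ThT fluorescence read after 1 hr.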
L3MBTL1 inh: blocks human L3MBTL1 | Q9Y468 | AlphaScreen L3MBTL1–H3K9me1 peptide binding | Potency, µM (highest dose often 57.1 µM), for inactives: at the highest dose activity, negative = inhibition, most hits filed as inhibitors | 230,000 tested, 0.66% active | AID 485360; note: % is set by controls: 0 for no effect and ±100 for the full control effect; nearly all actives have a fitted effect of over 60% in size
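First, the protein-peptide complex forms for 30 min at room temperature (L3MBTL1 50 nM, biotinylated H3K9me1 peptide 75 nM). Next, compounds are pin-transferred and incubated 30 min. Finally, AlphaScreen beads are added and read after 30 min.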
LMNA splice mod: changes lamin A minigene splicing in HeLa cells. HeLa LMNA splicing GFP/RFP minigene ratio, 48 h. Potency, µM (highest dose often 46.1 µM), for the others: at the top dose ratio change, negative = inhibition, usual class: inhibitors. 200,000 tested, 0.01% active; active = well fitted inhibition curve with a large enough effect in the signal ratio, with a control signal flat, not every such curve was filed as active; inconclusive = small, poorly fitted or top-dose-only effect, or effect the other way, or a change in a side signal; the % refers to the signal ratio; note: % is set by controls: 0 for no effect and ±100 for the full control effect
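Read-out is the ratio of GFP to DsRed2 object intensity, acquired by 488 nm laser-scanning cytometry on HeLa lamin A-EGFP minigene reporter cells. Compound incubation 48 hrs at 37 °C in Opti-MEM with 2% FBS; DMSO 0.5% final.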
KinaseGlo FLuc: counter-screen: inhibitors of Kinase-Glo firefly luciferase; Q27757; Kinase-Glo luciferase, ATP luminescence, 8 min; Potency, µM (series often up to 38.3 µM), without a hit: top-dose activity change, negative = inhibition, hits mostly inhibitors; 200,000 tested, 0.28% active; note: % is set by controls: 0 for no effect and ±100 for the full control effect; nearly all actives have a fitted effect of over 60% in size
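Compound is pinned into ATP-containing buffer (10 uM ATP, imidazole pH 7.2, 7 mM MgCl2). Kinase-Glo luciferase reagent is then added. Light output is recorded following an 8-min room-temperature incubation.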
SMN2 splice up: increases expression of the SMN2 splice variant; HEK293 SMN2-luciferase splicing reporter, luminescence, 30-36 h; Potency, µM (highest dose often 46.1 µM), without a hit: at the top dose activity change, positive = activation, most hits filed as activators; 210,000 tested, 2.8% active; AID 1458; note: % of control where 0% means no effect; nearly all actives have a fitted effect of over 55% in size
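HEK293 cells carry an SMN2 minigene-luciferase reporter in which exon 7 inclusion puts luciferase in frame. Cells were seeded at 2000 cells/well, attached for 10-12 hours, then exposed to compounds for 30-36 hours at 37C before ONE-Glo luminescence.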
RECQ1 inh: inhibitors of human RECQ1 DNA helicase; P46063; RECQ1 DNA unwinding, red fluorescence kinetic read; Potency, µM (doses to about 57.3 µM), without a hit: top-dose activity, negative = inhibition, most hits filed as inhibitors; 240,000 tested, 0.54% active; AID 2549;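 note: plate controls were vehicle for no effect and no enzyme for full effect; nearly all actives have a fitted effect of over 30% in size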
Target sequence (P46063 whole entry, looked up): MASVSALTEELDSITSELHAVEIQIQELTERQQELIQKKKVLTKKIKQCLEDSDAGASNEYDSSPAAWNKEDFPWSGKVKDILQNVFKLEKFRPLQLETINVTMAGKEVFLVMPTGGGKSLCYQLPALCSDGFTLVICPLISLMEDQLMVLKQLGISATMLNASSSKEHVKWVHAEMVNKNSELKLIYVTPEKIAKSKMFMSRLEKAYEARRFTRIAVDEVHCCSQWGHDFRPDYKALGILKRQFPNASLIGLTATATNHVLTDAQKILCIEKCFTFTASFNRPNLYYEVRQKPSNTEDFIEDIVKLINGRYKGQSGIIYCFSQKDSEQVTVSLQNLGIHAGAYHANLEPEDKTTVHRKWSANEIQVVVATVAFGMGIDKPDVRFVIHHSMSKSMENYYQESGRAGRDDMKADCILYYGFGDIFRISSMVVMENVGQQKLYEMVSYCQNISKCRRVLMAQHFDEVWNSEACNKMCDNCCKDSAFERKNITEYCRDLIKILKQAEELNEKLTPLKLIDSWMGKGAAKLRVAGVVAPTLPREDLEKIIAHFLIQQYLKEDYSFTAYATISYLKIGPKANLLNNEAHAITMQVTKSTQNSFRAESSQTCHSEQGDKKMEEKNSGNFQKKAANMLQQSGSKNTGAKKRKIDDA
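50 nM RECQ1T1 preincubated 15 min with compound in Tris pH 8.0 buffer with MgCl2, DTT, Tween-20 and 2.5 ug/ml poly(dI-dC); started with 200 nM TAMRA/BHQ-2 forked duplex and 2 mM ATP. Unwinding read as fluorescence (525/598 nm), two reads 2 h apart.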
JMJD2E inh: inhibitors of human JMJD2E histone demethylase. Potency, µM (series often up to 57.1 µM), for the others: at the top dose activity change, negative = inhibition, hits mostly inhibitors. JMJD2E catalytic domain, FDH-coupled NADH fluorescence (FDH is formaldehyde dehydrogenase). B2RXH2. 230,000 tested, 1.6% active. AID 2147; active = well fitted inhibition curve with a large enough effect, not every such curve was filed as active; inconclusive = small, poorly fitted or top-dose-only effect, or another doubt; inactive = no such curve, though single readings can be large or run the other way;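 note: 0% = wells with enzyme and -100% = buffer wells without enzyme; nearly all actives have a fitted effect of over 50% in size; many of its hits are not listed in these tables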
Target sequence (B2RXH2 1-337 limits assumed): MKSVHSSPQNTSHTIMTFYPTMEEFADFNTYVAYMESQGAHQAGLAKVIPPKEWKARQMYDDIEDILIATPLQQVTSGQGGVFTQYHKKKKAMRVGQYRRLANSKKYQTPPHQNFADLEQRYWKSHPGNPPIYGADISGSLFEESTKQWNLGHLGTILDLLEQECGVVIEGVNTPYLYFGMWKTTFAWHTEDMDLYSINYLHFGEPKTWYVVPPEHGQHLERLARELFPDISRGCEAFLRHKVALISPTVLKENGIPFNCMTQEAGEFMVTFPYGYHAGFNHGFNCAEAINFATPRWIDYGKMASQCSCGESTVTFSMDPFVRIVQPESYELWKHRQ
Active calls of the source: *; i = inactive; ? = inconclusive; · = no result given; & = joins results of further samples; [ ] = dose if it differs, or a comment. Unless noted, calls come from the whole dose curve; as a rule, active = well fitted curve in the direction sought with a large enough effect; inconclusive = small, poorly fitted or top-dose-only effect, or another doubt; inactive = no such curve, though single readings can be large; an effect the other way counts as inactive or inconclusive. Potency is the fitted concentration of half-maximal effect. Only part of the results is shown (hit frequency here may not be typical).

cpd	Structure	ALDH1A1 inh	Tau ThT inhib	L3MBTL1 inh	LMNA splice mod
1	CCOc1ccc(NC(=O)CCC(=O)NNC(=O)COc2ccccc2C)cc1	-4%	-3%	-4%	·
2	O=C(/C=C/c1ccc(Cl)cc1)NCCc1ccccc1	6%	?	12%	-19%
3	CNC(=O)CN(c1cc(OCCOC)c(Cl)cc1Cl)S(=O)(=O)c1ccc(OC)cc1	?	7%	-2%	9%[46 µM]
4	COc1cc(NC(=O)CCN2CCN(c3ccccc3F)CC2)cc(OC)c1	-7%	-3%	-3%	-6%
5	CC(c1nccs1)N(C)C(=O)CCc1nnc(Cc2c[nH]c3ccccc23)o1 (stereo unspecified)	21%	-5%	-3%	·
6	CCCNC(=O)CSc1nnc(-c2ccc(F)cc2)o1	12%	-4%	0%	1%[46 µM]
7	COc1ccc(OCC(=O)Nc2ccc(Cl)cc2)cc1	?	-8%	70%[activator]	7%[46 µM]
8	O=C(N/N=C/c1cccnc1)C1CC1(c1ccccc1)c1ccccc1 (stereo unspecified)	-2%	-9%	·	·

cpd	KinaseGlo FLuc	SMN2 splice up	RECQ1 inh	JMJD2E inh
1	-13%	7%	i	-24%
2	-1%	20%	-8%	1%
3	-3%	-14%	-8%	-11%
4	-4%	17%	4%	2%
5	2%	-3%	10%	-2%
6	3%	7%	-4%	5%
7	-2%	·	-10%	8%
8	-3%	-49%[inhibitor]	-3%	4%

Later entries
cpd	Structure	ALDH1A1 inh	Tau ThT inhib	L3MBTL1 inh	LMNA splice mod
9	CCc1nnc(NC(=O)CSc2ncnc3c2cnn3-c2ccc(OC)cc2)s1	?	?	-6%	-2%
10	C=C(C)n1c(=O)[nH]c2ccccc21	7%	-4%	1%	-6%
11	CC(=O)Nc1ccc(S(=O)(=O)C(C#N)c2nc3ccccc3nc2NCCCO)cc1 (stereo unspecified)	?	-16%	2%	·
12	Cc1ccc(/C=C/C(=O)O)cc1S(=O)(=O)NCc1ccco1	?	-2%	24%	·
13	OC(CNC1CCCCC1)CNC1CCCCC1	-1%	-10%	·	·
14	C=CCC1(N(C(C)=O)c2ccccc2C)CCCCC1	1%	-6%	11%	?
15	CCCCCC(=O)N(O)C1CC(=O)N(c2ccccc2)C1=O (stereo unspecified)	0.79µM*	?	3%	?
16	c1ccc2c(c1)ncn2CCOCCOCCn1cnc2ccccc21	5%	14%	-19%[11.4 µM]	?

cpd	KinaseGlo FLuc	SMN2 splice up	RECQ1 inh	JMJD2E inh
9	-10%	4%	-12%	4%
10	0%	7%	i	0%
11	·	·	3%	?
12	-1%	·	i	1%
13	0%	-28%	-13%	92%[activator]
14	-2%	·	1%	-6%
15	0%	-18%	-10%	-6%
16	1%	-63%[inhibitor]	7%	-2%

Following part
cpd	Structure	ALDH1A1 inh	Tau ThT inhib	L3MBTL1 inh	LMNA splice mod
17	NCc1ccc(-c2nc3ccccc3o2)cc1	?	-15%	1%	-2%
18	COCCNC(=S)NN(c1ccccc1)c1ccccc1	32µM*	2%	-10%[2.29 µM]	·
19	Cc1cc(C)cc(NC(=O)CSc2nnc(-c3ccc(S(=O)(=O)N4CCCC4)cc3)o2)c1	?	-13%	·	7%
20	CCOC(=O)N1CCC(N2Cc3cccc(C(=O)O)c3C2=O)CC1	10%	-15%	5%	-5%
21	Cc1cc(Cl)c(S(=O)(=O)N2CCCCCC2)cc1OCC(N)=O	1%	-5%	6%	?
22	C/C(=N\NC(=O)c1ccccn1)c1ccc(C(=O)O)s1	10µM*	-4%	-26%	·
23	O=C(Nc1nc(-c2ccc(-c3ccccc3)cc2)cs1)c1cc([N+](=O)[O-])ccc1N1CCOCC1	7%	?	6%	·
24	COc1ccccc1-c1nc2n(n1)C(c1ccccc1Cl)C(C(N)=O)=C(C)N2 (stereo unspecified)	-6%	-6%	-3%	11%

cpd	KinaseGlo FLuc	SMN2 splice up	RECQ1 inh	JMJD2E inh
17	10%	?	16%	?
18	1%	7%	i	-7%
19	1%	30%	?	5%
20	0%	0%	-4%	5%
21	-1%	-2%	0%	4%
22	14µM*	3%	i	-1%
23	·	·	i	12%
24	4%	-28%	-4%	-15%

(more compounds)
cpd	Structure	ALDH1A1 inh	Tau ThT inhib	L3MBTL1 inh	LMNA splice mod
25	CCCCC(=O)NC(N1CCCCC1)C(Cl)(Cl)Cl (stereo unspecified)	?	?	4%	-7%
26	C#CCn1c(S(=O)(=O)Cc2ccc(F)cc2)nc(-c2ccccc2)c1-c1ccccc1	5%	-10%	-14%	?
27	Cc1ccccc1Nc1c(-c2ccncc2)nc2ccc(Cl)cn12	?	-13%&-15%	·	·
28	CCCOc1c(OC)cccc1C1CC(=O)Nc2cc(OC)c(OC)c(OC)c21 (stereo unspecified)	-3%	0%	29%	?
29	O=C(CN1C(=O)NC2(CCCCC2)C1=O)NCc1cccs1	10%	1%	0%	-17%
30	CC1(C)CC(=O)C2=C(C1)N(c1ccccc1)C(N)=C(C#N)C2c1cccnc1 (stereo unspecified)	-4%	-6%	0%	0%
31	Cc1ccc(C2=NN3C(C2)c2ccccc2OC32C(=O)Nc3ccccc32)cc1 (stereo unspecified)	?	?	-11%	?
32	COc1ccccc1OCc1nnc(SCC(=O)NCc2ccco2)n1-c1ccccc1	-5%	-2%	-15%[11.4 µM]	-1%

cpd	KinaseGlo FLuc	SMN2 splice up	RECQ1 inh	JMJD2E inh
25	-5%	11%	-6%	-5%
26	2%	-19%	-18%	-10%
27	-2%	10µM*	-6%	?
28	-2%	26%	-6%	3%
29	2%	12%	i	2%
30	-3%	-8%	11%	-17%
31	-2%	?	-3%	?
32	5%	15%	12%	6%

Further records:
cpd	Structure	ALDH1A1 inh	Tau ThT inhib	L3MBTL1 inh	LMNA splice mod
33	O=C1CCCCCC1C1(O)C(=O)Nc2ccccc21 (stereo unspecified)	0%	-1%	-3%	15%
34	CCCCOC(=O)C1=C(C)Nc2ncnn2C1c1ccc(OC)c(OC)c1OC (stereo unspecified)	-5%	2%	18%[11.4 µM]	9%
35	C#CCOCCOCCOCCNc1nc(N2CCN(C(=O)[C@H]([C@@H](C)CC)n3cc([C@@H](N)Cc4ccc(O)cc4)nn3)CC2)nc(N2CCN(C(=O)[C@H](CCCCN)n3cc([C@@H](N)C(C)CC)nn3)CC2)n1 (stereo partly specified)	-3%	-7%	-11%	·
36	CC(C)Oc1ccc(C(CC(=O)NCCCN(C)C)c2ccc(F)cc2)cc1 (stereo unspecified)	-22%	-1%	7%	0%
37	CCOC(=O)CCSCC(=O)N1N=C(c2cccs2)CC1c1ccc(C)cc1 (stereo unspecified)	?	?	5%	-9%
38	CCOc1cccc2c1OC1(C)CC2NC(=O)N1Cc1ccccc1 (stereo unspecified)	5%	7%	·	22%[46 µM]
39	CCc1ccc(OCC(=O)NC(NC(=S)Nc2ccc(C)cc2C)C(Cl)(Cl)Cl)cc1 (stereo unspecified)	-9%	-5%	-1%	?
40	CS(=O)(=O)N(CC(=O)Nc1cccc(F)c1)c1cccc([N+](=O)[O-])c1	13%	-7%	-1%	7%

cpd	KinaseGlo FLuc	SMN2 splice up	RECQ1 inh	JMJD2E inh
33	-2%	-2%	0%	8%
34	4%	-9%	-1%	7%
35	·	·	1%	6%
36	1%	-41%	-7%	7%
37	3%	-10%	-2%	?
38	0%	-5%	i	1%
39	-3%	-31%[inhibitor]	i	2%
40	-1%	17%	-13%	5%

The results go on.
cpd	Structure	ALDH1A1 inh	Tau ThT inhib	L3MBTL1 inh	LMNA splice mod
41	COc1cc2[nH]c3c(N4CCN(c5ccccn5)CC4)ncnc3c2cc1OC	?	?	-1%	?
42	c1ccc(Cn2ccc(-c3cnc(-c4ccccc4)s3)n2)cc1	?	0%	·	?
43	CC(C)N(C(=O)COc1ccc(Br)cc1Cl)C(C)C	6%	-6%	10%	-12%
44	COc1ccccc1CNC(=O)CN(CCc1ccccc1)S(C)(=O)=O	6%	-6%	·	·
45	Cn1cnc2ccc([N+](=O)[O-])cc2c1=O	-7%	2%	47%[activator]	·
46	COc1ccc(CC(=O)NNC(=O)c2ccoc2C)cc1OC	4%	-1%	3%	-4%

cpd	KinaseGlo FLuc	SMN2 splice up	RECQ1 inh	JMJD2E inh
41	1%	-39%[inhibitor]	?	?
42	-1%	·	-6%	?
43	2%	-19%	-3%	8%
44	·	·	-1%	-9%
45	-1%	7%	i	2%
46	2%	-5%	i	-12%

Compound profiles (already shown). Order of screens: ALDH1A1 inh, Tau ThT inhib, L3MBTL1 inh, LMNA splice mod, KinaseGlo FLuc, SMN2 splice up, RECQ1 inh, JMJD2E inh
COc1ccccc1CNC(=O)CN(CCc1ccccc1)S(C)(=O)=O is listed as 6%, -6%, ·, ·, ·, ·, -1%, -9%
CC(C)N(C(=O)COc1ccc(Br)cc1Cl)C(C)C is listed as 6%, -6%, 10%, -12%, 2%, -19%, -3%, 8%
COc1ccc(CC(=O)NNC(=O)c2ccoc2C)cc1OC is listed as 4%, -1%, 3%, -4%, 2%, -5%, i, -12%

2 records drawn at random from the list so far, as already listed:
cpd	Structure	ALDH1A1 inh	Tau ThT inhib	L3MBTL1 inh	LMNA splice mod
45	Cn1cnc2ccc([N+](=O)[O-])cc2c1=O	-7%	2%	47%[activator]	·
43	CC(C)N(C(=O)COc1ccc(Br)cc1Cl)C(C)C	6%	-6%	10%	-12%

cpd	KinaseGlo FLuc	SMN2 splice up	RECQ1 inh	JMJD2E inh
45	-1%	7%	i	2%
43	2%	-19%	-3%	8%
